From PubChem BioAssay
NSD2 inh: blocks human histone methyltransferase NSD2 | O96028 | NSD2 peptide methylation, AlphaScreen, 120 min | inhibition, % at 12.5 µM | 310,000 compounds, 0.54% hits | AID 743445; in the data active = inhibition above about 50%
Target sequence (O96028 whole entry, looked up): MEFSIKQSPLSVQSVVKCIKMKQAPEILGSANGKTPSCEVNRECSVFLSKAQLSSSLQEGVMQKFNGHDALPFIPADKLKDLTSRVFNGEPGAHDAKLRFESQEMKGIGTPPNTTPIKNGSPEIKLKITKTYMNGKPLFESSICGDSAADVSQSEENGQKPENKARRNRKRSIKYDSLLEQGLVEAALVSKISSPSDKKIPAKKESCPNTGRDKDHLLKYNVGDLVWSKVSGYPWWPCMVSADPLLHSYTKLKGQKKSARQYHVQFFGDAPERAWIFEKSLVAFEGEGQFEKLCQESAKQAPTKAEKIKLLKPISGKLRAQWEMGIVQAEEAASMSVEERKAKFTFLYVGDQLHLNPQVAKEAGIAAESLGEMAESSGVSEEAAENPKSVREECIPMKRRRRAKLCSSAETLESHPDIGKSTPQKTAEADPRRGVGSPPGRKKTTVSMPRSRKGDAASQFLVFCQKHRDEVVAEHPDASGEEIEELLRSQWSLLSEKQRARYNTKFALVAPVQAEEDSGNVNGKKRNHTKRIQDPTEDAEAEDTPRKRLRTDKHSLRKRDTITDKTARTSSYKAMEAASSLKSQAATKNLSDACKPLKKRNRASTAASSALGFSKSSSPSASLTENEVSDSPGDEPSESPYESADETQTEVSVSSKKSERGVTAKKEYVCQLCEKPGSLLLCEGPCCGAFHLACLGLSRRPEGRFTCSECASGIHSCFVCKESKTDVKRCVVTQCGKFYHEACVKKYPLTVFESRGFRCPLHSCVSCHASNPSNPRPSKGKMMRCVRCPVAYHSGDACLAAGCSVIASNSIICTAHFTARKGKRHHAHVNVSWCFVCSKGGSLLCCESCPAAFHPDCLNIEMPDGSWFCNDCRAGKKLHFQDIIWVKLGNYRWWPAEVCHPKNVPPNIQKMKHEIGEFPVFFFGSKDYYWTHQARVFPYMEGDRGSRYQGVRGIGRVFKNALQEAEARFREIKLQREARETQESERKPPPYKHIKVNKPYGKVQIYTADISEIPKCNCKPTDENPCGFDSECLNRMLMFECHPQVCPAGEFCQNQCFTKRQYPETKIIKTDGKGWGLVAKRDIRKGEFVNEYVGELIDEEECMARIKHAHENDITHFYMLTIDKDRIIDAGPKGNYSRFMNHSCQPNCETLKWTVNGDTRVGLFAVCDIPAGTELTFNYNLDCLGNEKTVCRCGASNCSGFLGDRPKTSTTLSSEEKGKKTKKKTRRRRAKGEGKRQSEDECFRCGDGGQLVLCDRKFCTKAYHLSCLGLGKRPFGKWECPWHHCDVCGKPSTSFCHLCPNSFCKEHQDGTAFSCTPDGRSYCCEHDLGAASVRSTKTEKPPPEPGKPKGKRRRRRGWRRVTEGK
* hit, by the source's call. Only part of the results is shown. The share of hits here may be higher or lower than overall.

| SMILES | NSD2 inh |
| --- | --- |
| CC1(Cc2ccc(S(C)(=O)=O)cc2)C(=O)Nc2ccc(Cl)cc21 (stereo not drawn) | -1 |
| CC1(C(=O)NS(=O)(=O)c2ccc(C#N)cc2)CCN1C(=O)CC1CC1 (stereo not drawn) | 2 |
| CCN(CC)C(=O)c1cccc(-c2csc(C(O)c3ccc(F)c(OC)c3)n2)c1 (stereo not drawn) | -1 |
| COc1ccc(F)cc1-c1cc(C(=O)NCc2cc(C(F)(F)F)cc(C(F)(F)F)c2)[nH]n1 | -5 |
| CC(=O)N1CCc2cc(NC(=O)C3(C)CCN3Cc3ccccc3Cl)ccc21 (stereo not drawn) | 7 |
| Cc1cc(NC(=O)CSc2ccc(-c3ccc4c(c3)OCO4)nn2)no1 | -2 |
| O=C(Nc1ccc(F)c(Cl)c1)c1cc(C2CCCCN2C(=O)CCCc2ccccc2)on1 (stereo not drawn) | -2 |
| C=CCn1c(COc2ccccc2)nnc1SCC(=O)c1ccc(-c2ccccc2)cc1 | -1 |
| COCCNc1nc(NCCN2CCNC2=O)c2sc(-c3ccccc3)cc2n1 | -2 |
| COc1ccc(-c2csc(C(C)(O)c3cccc(F)c3)n2)cc1OC (stereo not drawn) | 11 |
| CCc1nc2ccc(C(=O)NCCN3CCOCC3)cn2c1N(CCC(C)C)CCN(C)C | -1 |
| COc1ccc(CC(N)c2csc(Nc3cc(Oc4ccccc4)ncn3)n2)cc1 (stereo not drawn) | 3 |
| CC(C)(C)c1ccc(S(=O)(=O)N2CCN(C(=O)C(=O)c3cccc(C(F)(F)F)c3)CC2)cc1 | -1 |
| O=C(C(=O)N1CCN(S(=O)(=O)c2ccc(C(F)(F)F)cc2)CC1)c1cccc(C(F)(F)F)c1 | -1 |
| CCCCn1c(SCC(N)=O)nnc1-c1cc(OC)c(OC)c(OC)c1 | 1 |
| COc1cccc(CN(C)C(=O)[C@@H](Cc2ccccc2)NC(=O)[C@H]2O[C@@H](n3ccc(=O)[nH]c3=O)[C@H](O)[C@@H]2O)c1 | -2 |
| CN(C)C(=O)CNc1ccn2nc(-c3cccc(Cl)c3)cc2n1 | -2 |
| Cc1cc(=O)[nH]c(SCC(=O)Nc2ccc(F)cc2F)n1 | -12 |
| O=C1C(=O)C(Cl)=C(Cl)C(Cl)=C1Cl | 91* |
| CC(CNC(=O)[C@@H](Cc1ccccc1)NC(=O)[C@H]1O[C@@H](n2ccc(=O)[nH]c2=O)[C@H](O)[C@@H]1O)c1ccccc1 (stereo partly drawn) | -3 |
| COC(=O)C1=C(C)N(Cc2ccccc2)C(=S)NC1c1ccc(Cl)cc1 (stereo not drawn) | 0 |
| COc1ccc(-c2coc3c(C(=O)Nc4cc(OC)c(OC)c(OC)c4)cccc23)c(C)c1 | -1 |
| Cc1[nH]c2ccccc2c1CC(=O)Nc1ccc(Nc2cccnc2)c(-c2cccc(Cl)c2)c1 | -2 |
| CC(C)CNC(=O)c1ccc(-c2ccc(F)c(F)c2)c2ccoc12 | -1 |
| Cc1ccsc1C(=O)N1CCC1(C)C(=O)NS(=O)(=O)c1ccc(C#N)cc1 (stereo not drawn) | -3 |
| COc1ccc(-c2coc3c(C(=O)Nc4cccc(NS(C)(=O)=O)c4)cccc23)c(C)c1 | -1 |
| Cc1ccc(-n2c(SCC(=O)N/N=C/C=C\c3ccco3)nnc2-c2ccccc2)cc1 | 2 |
| CCCCNC(=O)NS(=O)(=O)c1ccc(NC(=O)CSc2nnc(-c3cccs3)n2-c2ccc(OC)cc2)cc1 | -6 |
| Cc1nc2ccc(C(=O)N3CCN(C(=O)OCc4ccccc4)CC3)cc2n1C1CCCC1 | -2 |
| CCOC(=O)C1(C)CCN1C(=O)c1ccc(OC)cc1OC (stereo not drawn) | -2 |
| N#Cc1cccc(NC(=O)c2cc(C3CCCCN3C(=O)c3cccs3)on2)c1 (stereo not drawn) | -1 |
| COc1ccc(N2CCCN(CC(=O)Nc3ccc(Cl)c(Cl)c3)CC2)cc1 | 5 |
| CCOC(=O)C1=C(C)N=C2c3ccccc3C(=O)C2C1c1ccc(Br)cc1 (stereo not drawn) | 4 |
| CCc1nc2ccc(C(=O)Nc3ccc(C(N)=O)cc3)cn2c1N(C)CCC(C)C | 1 |
| CN(C)c1ccc(NC(=S)Nc2ccc3c(c2)c(=O)n(C)n3-c2ccc(C(C)(C)C)cc2)cc1 | 7 |
| Cc1cc(C(=O)CCl)c(C)n1CCc1ccccc1 | 13 |
| CCN(CC)c1ccc2cc(C(=O)c3cccs3)c(=O)oc2c1 | -50 |
| CCNC(=O)C1(C)CCCN(C(=O)Cc2ccc(OC)c(OC)c2)C1 (stereo not drawn) | -2 |
| CCc1nc2c(OCCOc3ccc(F)cc3)cccn2c1N(C)C(=O)CC(C)C | 3 |
| CN(C)c1ccc(-c2ccnc3c2CC(C)(C(=O)NCCC(F)(F)F)O3)cc1 (stereo not drawn) | 9 |
| CCc1ccccc1CNC(=O)C1CCC(CNS(=O)(=O)c2cccc3cccnc23)CC1 (stereo not drawn) | -1 |
| O=C(Nc1ccc(C(O)(C(F)(F)F)C(F)(F)F)cc1)c1ccc(F)cc1Cl | -6 |
| CCCC1CCC2(CC1)CCC2OC(=O)Nc1ccc(C)cc1 (stereo not drawn) | -4 |
| O=S(=O)(c1ccc(-c2ccon2)s1)N1CCN(c2ccncc2)CC1 | -4 |
| CCc1nc2c(OCc3ccc(C(=O)OC)cc3)cccn2c1N(C)C(=O)C(C)C | -1 |
| CCC(=O)NNC(=O)CCC(=O)Nc1ccccc1 | -2 |
| CCOc1ccc(C2=NNC(c3cccs3)=Nc3ccc(OCC)cc32)cc1 | 8 |
| O=C(Nc1ccccn1)c1ccc2nc(-c3ccccc3)c(-c3ccccc3)nc2c1 | -2 |
| O=C(NCCc1c[nH]c2ccccc12)OCc1cn(Cc2cccc(C(F)(F)F)c2)nn1 | -1 |
| O=c1[nH]c(CSc2nc3ccccc3s2)nc2cc(Cl)ccc12 | 1 |
| CC1(C(=O)NS(=O)(=O)c2ccc(Cl)cc2)CCN1C(=O)c1ccco1 (stereo not drawn) | -8 |
| COc1cccc(CSc2nnc(-c3cccnc3)n2Cc2ccccc2)c1 | 2 |
| CN(C)c1ccc(-c2csc(C(O)c3ccccc3)n2)cc1 (stereo not drawn) | 4 |
| CCc1nc2ccc(C(=O)NCCNC(C)=O)cn2c1N(CC)Cc1cccc(Br)c1 | 1 |
| O=C(CSc1nnnn1-c1ccc(O)cc1)N1N=C(c2ccc3ccccc3c2)CC1c1ccccc1 (stereo not drawn) | -3 |
| COc1ccc(OC(F)(F)F)cc1CC1(C)C(=O)Nc2ccc(S(=O)(=O)NC3CCCCC3)cc21 (stereo not drawn) | 0 |
| Cc1nc2c(OCc3ccc(C(F)(F)F)cc3)cccn2c1N(C)Cc1cccs1 | 4 |
| Cc1ccccc1CNC(=O)CN1CCCc2ccccc21 | 1 |
| Cc1ccc(-c2cc(NC=O)c3ncc(-c4cnn(C)c4)n3c2)cc1 | 2 |
| O=C(Nc1nnc([C@H]2C[C@H](O)[C@@H](CO)O2)s1)c1cccc(C(F)(F)F)c1 | -1 |

> CCOC(=O)C1(C)CCCCCN1C(=O)c1ccco1 (stereo not drawn)
  NSD2 inh: 0

> CCCC(C)(C)C(=O)N1CCC1(C)C(=O)NS(=O)(=O)c1cccc(Cl)c1 (stereo not drawn)
  NSD2 inh: 7

> CC1(C(=O)NC2CCCCCC2)CCN1C(=O)Cc1ccc(-c2ccccc2)cc1 (stereo not drawn)
  NSD2 inh: 0

> Cn1c(NCc2ccccc2)nc2cc(-c3cccc(C(F)(F)F)c3)sc2c1=O
  NSD2 inh: -3

> CC(C)Oc1ccc(F)cc1-c1cc(C(=O)NC2CCCCC2)[nH]n1
  NSD2 inh: -3

> COc1ccc(N2CCN(CCCNC(=O)COc3ccc(C)cc3)CC2)cc1
  NSD2 inh: 1

> CCOC(=O)C1CCCN(C(=O)Cc2ccc(OC)c(OC)c2)CC1 (stereo not drawn)
  NSD2 inh: -1

> CC1=C(C(=O)N2CCCCCC2)CC(CC(=O)NCCN2CCOCC2)C(=O)N1CCCN1CCCC1=O (stereo not drawn)
  NSD2 inh: -1

> CC(=O)NC(c1ccccc1)c1nc(-c2ccc(F)c(Cl)c2)cs1 (stereo not drawn)
  NSD2 inh: -2

> COc1ccc(-n2c(SCC(=O)Nc3cccc4ccccc34)nnc2-c2ccco2)cc1
  NSD2 inh: 2

> CCOC(=O)C1(C)CCN1C(=O)c1ccc(C(C)(C)C)cc1 (stereo not drawn)
  NSD2 inh: -1

> COc1cccc(C(C)(O)c2nc(-c3ccc(F)c(Cl)c3)cs2)c1 (stereo not drawn)
  NSD2 inh: -3

> CCCCC(=O)N(C)c1c(CC)nc2c(OCC3CCCCC3)cccn12
  NSD2 inh: 8

> COc1ccccc1-c1cnc(C(O)c2ccc(Cl)cc2)[nH]1 (stereo not drawn)
  NSD2 inh: 8

> CCNC(=O)C1(C)CCN(C(=O)c2cccc3ccccc23)C1 (stereo not drawn)
  NSD2 inh: -5

An excerpt from above in order of length of the SMILES, smallest number first.
> CCOC(=O)C1(C)CCN1C(=O)c1ccc(C(C)(C)C)cc1 (stereo not drawn)
  NSD2 inh: -1

> CC(=O)NC(c1ccccc1)c1nc(-c2ccc(F)c(Cl)c2)cs1 (stereo not drawn)
  NSD2 inh: -2

> CCCC(C)(C)C(=O)N1CCC1(C)C(=O)NS(=O)(=O)c1cccc(Cl)c1 (stereo not drawn)
  NSD2 inh: 7

(cont.)
> CC1=NNC(=O)C1CCC(=O)N/N=C/c1ccc(C)cc1 (stereo not drawn)
  NSD2 inh: 0

> COc1cccc(-c2cnc3c(NC=O)cc(-c4cccc(NC(C)=O)c4)cn23)c1
  NSD2 inh: 3

> Cc1ccc(C(=O)C2CCN(CC(=O)N3CC(C)CC(C)C3)CC2)cc1 (stereo not drawn)
  NSD2 inh: 7

> O=C(NCCN1CCNC1=O)c1ccc2sc([C@H]3C[C@H](O)[C@@H](CO)O3)nc2c1
  NSD2 inh: -1

> NC(Cc1ccc(C(F)(F)F)cc1)c1csc(Nc2nccc(C(F)(F)F)n2)n1 (stereo not drawn)
  NSD2 inh: 5

> COCCN1C[C@@H](CO)O[C@@H](n2cnc3c(NC4CC4)ncnc32)C1
  NSD2 inh: -1

> CCCCNc1c(-c2ccc(SC(C)CC)cc2)nc2ccc(Cl)cn12 (stereo not drawn)
  NSD2 inh: 0

> COc1ccc(NC(=O)C2Cc3c(-c4cccc(C(N)=O)c4)ccnc3O2)cn1 (stereo not drawn)
  NSD2 inh: -1

> OC[C@@H]1CN(Cc2cccnc2)C[C@H](n2cnc3c(N4CCN(c5ccccc5)CC4)ncnc32)O1
  NSD2 inh: -1

> COCCNC(=O)C1(C)CCCN(C(=O)c2ccc(F)cc2Cl)C1 (stereo not drawn)
  NSD2 inh: -6

> Nc1[nH]c(C(=O)c2ccc(Cl)cc2)c(-c2ccc(Br)cc2)c1C(=O)NCc1ccc(Cl)cc1Cl
  NSD2 inh: -3

> CCC(=O)N1CCCC(C)(C(=O)Nc2nccc3cccnc23)C1 (stereo not drawn)
  NSD2 inh: 3

> O=C(NCc1ccc(Cl)c(Cl)c1)c1cc(C2CCCCN2C(=O)c2ccccc2)on1 (stereo not drawn)
  NSD2 inh: -1

> OC(c1ccc(-c2ccccc2)cc1)c1ncc(-c2ccc(F)cc2)[nH]1 (stereo not drawn)
  NSD2 inh: -2

> COc1ccc(NC(=O)C2Cc3c(-c4ccc5c(c4)OCO5)ccnc3O2)cc1 (stereo not drawn)
  NSD2 inh: -1

Compounds listed so far that have a CF3 group:
> COc1ccc(F)cc1-c1cc(C(=O)NCc2cc(C(F)(F)F)cc(C(F)(F)F)c2)[nH]n1
  NSD2 inh: -5

> CC(C)(C)c1ccc(S(=O)(=O)N2CCN(C(=O)C(=O)c3cccc(C(F)(F)F)c3)CC2)cc1
  NSD2 inh: -1

> O=C(C(=O)N1CCN(S(=O)(=O)c2ccc(C(F)(F)F)cc2)CC1)c1cccc(C(F)(F)F)c1
  NSD2 inh: -1

> CN(C)c1ccc(-c2ccnc3c2CC(C)(C(=O)NCCC(F)(F)F)O3)cc1 (stereo not drawn)
  NSD2 inh: 9

> O=C(Nc1ccc(C(O)(C(F)(F)F)C(F)(F)F)cc1)c1ccc(F)cc1Cl
  NSD2 inh: -6

> O=C(NCCc1c[nH]c2ccccc12)OCc1cn(Cc2cccc(C(F)(F)F)c2)nn1
  NSD2 inh: -1

> COc1ccc(OC(F)(F)F)cc1CC1(C)C(=O)Nc2ccc(S(=O)(=O)NC3CCCCC3)cc21 (stereo not drawn)
  NSD2 inh: 0

> Cc1nc2c(OCc3ccc(C(F)(F)F)cc3)cccn2c1N(C)Cc1cccs1
  NSD2 inh: 4

> O=C(Nc1nnc([C@H]2C[C@H](O)[C@@H](CO)O2)s1)c1cccc(C(F)(F)F)c1
  NSD2 inh: -1

> Cn1c(NCc2ccccc2)nc2cc(-c3cccc(C(F)(F)F)c3)sc2c1=O
  NSD2 inh: -3

> NC(Cc1ccc(C(F)(F)F)cc1)c1csc(Nc2nccc(C(F)(F)F)n2)n1 (stereo not drawn)
  NSD2 inh: 5

Other structures follow:
> O=C(Cc1cccc2c(=O)cc(-c3ccccc3)oc12)OCCN1CCOCC1
  NSD2 inh: 0

> CCCS(=O)(=O)Nc1ccc(-c2ccc3nnc(C)n3n2)cc1
  NSD2 inh: -2

> CC(C)(C)c1ccc(C(=O)N2CCC2(C)C(=O)NCc2cccs2)cc1 (stereo not drawn)
  NSD2 inh: 0

> COc1ccccc1CCNC(=O)C1CCN(c2nc(C)cc(C)n2)CC1
  NSD2 inh: -4

> Cc1cnc(NC(=O)c2cc(S(=O)(=O)N(C)C)ccc2N2CCCC2)s1
  NSD2 inh: 1

> CC(=O)Nc1ccc(Cc2nc3c([nH]2)c(=O)n(C)c(=O)n3C)cc1
  NSD2 inh: 1

> CCc1nc2ccc(C(=O)N3CCN(C(=O)c4ccco4)CC3)cn2c1N(C)Cc1nccs1
  NSD2 inh: -1

> COc1ccc2cc3c(N)c(C(=O)N4CCCC4)sc3nc2c1
  NSD2 inh: 14

> CCN(CC)c1ncnc2c1ncn2[C@H]1CN(Cc2ccc(Cl)cc2)C[C@@H](CO)O1
  NSD2 inh: 0

> CNC(=O)C1Cc2c(-c3ccccc3Oc3ccccc3)ccnc2O1 (stereo not drawn)
  NSD2 inh: 0

> COc1ccc(N2CCN(C(=O)c3ccc4c(c3)[nH]c(=S)n3c5ccccc5nc43)CC2)cc1
  NSD2 inh: 3

> O=C(Nc1ccccc1)c1cc(C2CCCCN2C(=O)c2cccs2)on1 (stereo not drawn)
  NSD2 inh: -2
